# RAD54 branch = inhibitors of human RAD54 branch migration. RAD54 Holliday junction branch migration, FAM/BHQ fluorescence. inhibition, % at 10.4 µM. hit rate 0.14% among 360,000. AID 602329;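 active means mean normalized replicate activity at least 40 and at least half of replicates scoring 40 or more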;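 further: 0% = median of neutral control wells and 100% = median of positive control wells; inhibitors cause a drop in the FAM fluorescence signal; in these data hits start at about 50%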
# E-sel inducer = E-selectin induction on HUVECs; P16581; HUVEC E-selectin immunofluorescence imaging; normalized: neutral wells 0, TNF-alpha wells 100; activation, % at 7.58 µM; hit rate 0.37% among 260,000;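 active means mean E-selectin-positive cell signal at least 10% of the positive control, reached in at least 60% of replicates, without over 20% cell loss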;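 further: in these data hits start at about 27%; measured in HUVEC primary endothelial cells; signal is the percent of cells scored E-selectin positive by PE staining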
# Target sequence (P16581 whole entry, looked up): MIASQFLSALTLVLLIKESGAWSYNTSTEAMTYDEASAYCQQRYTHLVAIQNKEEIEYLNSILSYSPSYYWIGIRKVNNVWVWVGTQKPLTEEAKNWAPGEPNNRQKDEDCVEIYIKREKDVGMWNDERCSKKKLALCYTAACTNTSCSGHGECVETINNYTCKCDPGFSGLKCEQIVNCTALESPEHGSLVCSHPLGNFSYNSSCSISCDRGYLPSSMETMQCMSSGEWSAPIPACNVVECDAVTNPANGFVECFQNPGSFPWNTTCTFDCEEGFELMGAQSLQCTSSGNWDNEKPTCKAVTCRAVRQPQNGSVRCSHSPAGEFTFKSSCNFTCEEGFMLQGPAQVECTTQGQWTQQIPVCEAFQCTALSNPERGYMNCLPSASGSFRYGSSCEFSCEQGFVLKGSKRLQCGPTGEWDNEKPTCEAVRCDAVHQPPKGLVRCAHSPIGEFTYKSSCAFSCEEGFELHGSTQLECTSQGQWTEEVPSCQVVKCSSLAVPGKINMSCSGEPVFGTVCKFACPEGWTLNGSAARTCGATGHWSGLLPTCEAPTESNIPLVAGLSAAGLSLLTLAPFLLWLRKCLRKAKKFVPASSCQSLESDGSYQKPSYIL
#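 System: HUVEC, human umbilical vein endothelial cells; quantity: 3,000 cells/well; buffer or medium: EGM-2 medium, gelatin-coated wells; dosing: single-point compound dose; detection: immunofluorescence imaging; evaluation: % PE-positive cells; benchmarks: TNF-alpha, DMSO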
# S100A4 MyoIIA = blocks human S100A4 binding to myosin IIA peptide; S100A4/TAMRA-MyoIIA peptide fluorescence polarization; inhibition, % at 10.7 µM; hit rate 0.14% among 360,000; AID 652163;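 active means mean inhibition of at least 70% across replicates, with every replicate also reaching that level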
#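 Material: human S100A4 monomer with TAMRA-labelled myosin IIA peptide; buffer or medium: HEPES pH 7.2 with CaCl2, KCl, NaCl, DTT, Triton; compound dosing: one concentration per compound; schedule: 5 min incubation before reading; benchmarks: neutral control DMSO, positive control TFP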
# XiGFP reactiv = activators of X-chromosome reactivation in mouse fibroblasts. XiGFP mouse fibroblasts, % GFP-positive cells imaging, 3 d; cells co-treated with 5-aza-dC sensitizer; scaled so ellipticine positive control = 100%. activation, % at 7.58 µM. hit rate 0.055% among 360,000. AID 743238;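 active means mean normalized replicate activation at least 10% and every replicate at or above 10%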;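 further: 0% = median of on-plate neutral control wells and 100% = ellipticine 6 µM median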
#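 System: 68-5-11 XiGFP fibroblast line; Timing: 3 days compound exposure; Compound dosing: one concentration, pinned; Benchmarks: positive control ellipticine, 6 µM final; Buffer or medium: DMEM containing 5-aza-dC.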
# RAD52 inh = inhibitors of human RAD52 DNA annealing; recombinant RAD52 DNA annealing, FRET fluorescence; P43351; hit rate 0.46% among 360,000; AID 651710; inhibition, % at 18.7 µM;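 active means every replicate showing at least 50% inhibition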
# Target sequence (P43351 whole entry, looked up): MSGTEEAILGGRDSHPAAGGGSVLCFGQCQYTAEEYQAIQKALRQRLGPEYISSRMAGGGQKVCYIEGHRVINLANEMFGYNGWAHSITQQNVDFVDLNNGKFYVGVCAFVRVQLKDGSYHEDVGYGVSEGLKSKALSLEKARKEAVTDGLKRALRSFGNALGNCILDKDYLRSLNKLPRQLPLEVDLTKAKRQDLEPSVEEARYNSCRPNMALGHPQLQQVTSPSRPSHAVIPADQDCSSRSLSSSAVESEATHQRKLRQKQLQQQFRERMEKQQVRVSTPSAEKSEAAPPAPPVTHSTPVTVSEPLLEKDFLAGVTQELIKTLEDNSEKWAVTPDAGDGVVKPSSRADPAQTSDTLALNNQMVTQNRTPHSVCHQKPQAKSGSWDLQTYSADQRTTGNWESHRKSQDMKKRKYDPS
# EWS-Fli inh = inhibitors of EWS/Fli oncoprotein transcriptional activity. A673 NR0B1-luciferase reporter, viability-normalised. inhibition, % at 12.6 µM. hit rate 0.67% among 350,000. AID 651661;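 active means mean inhibition of at least 50% after viability correction, with every replicate also passing that limit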;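 further: firefly luciferase signal divided by Alamar Blue viability fluorescence both relative to DMSO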
# FN deposit inh = fibronectin deposition inhibition; AH1F fibroblasts, Alexa488-fibronectin deposition fluorescence, overnight; inhibition, % at 12.6 µM; hit rate 0.086% among 350,000;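 active means mean inhibition across replicates of 30% or more, regardless of how many single replicates reach that level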;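 further: positive control wells lacked labelled fibronectin entirely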
#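 Schedule: 1 h cell adhesion before compound, then overnight fibronectin incubation; test system: AH1F fibroblast monolayer depositing Alexa488-labelled fibronectin into matrix; quantity: 10000 AH1F cells per well; probe or stimulus: fluorescent fibronectin at 24 nM final; signal: fluorescence, ex 485 nm, em 525 nm; evaluation: percent inhibition as loss of matrix-bound fibronectin fluorescence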
# esBAF inh = inhibitors of esBAF chromatin remodeling in mouse ES cells. reporter increase, % at 12.5 µM. hit rate 2% among 350,000. Bmi1-luciferase knock-in reporter, 24 h; 100% = twice the neutral-well signal; in the data active means activation above about 40%;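 further: 0% = median of the plate's neutral control wells and 100% = double that signal; a rise in the Bmi1 reporter signal indicates esBAF inhibition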
# An asterisk follows results filed as active; x = no result given.
SMILES,RAD54 branch,E-sel inducer,S100A4 MyoIIA,XiGFP reactiv,RAD52 inh,EWS-Fli inh,FN deposit inh,esBAF inh
CCCC1=NN2C(=N)/C(=C\c3ccc(OCCOc4ccc(NC(C)=O)cc4)c(OC)c3)C(=O)N=C2S1,-8.3,0.5,-0.9,0.4,-67.6,-36.9,-1.2,-5.8
CCN(C[C@H]1N[C@@](C)(C(=O)OC)[C@H]2C(=O)N(Cc3ccccc3)C(=O)[C@@H]12)C(=O)Nc1ccc(F)cc1,-14.5,0.3,2.4,0.1,-11.5,-2.5,3.9,-1.6
CC(C)NC(=O)Nc1ccc2c(c1)C(=O)N([C@H](C)CO)C[C@H](C)[C@@H](CN(C)C(=O)Nc1cccc3ccccc13)OCCCC[C@@H](C)O2,1.9,-0.2,2.1,0.1,2.9,-0.4,x,-4.0
C[C@@H]1CN([C@H](C)CO)C(=O)CCCn2cc(nn2)CO[C@@H]1CN(C)C(=O)C1CC1,x,0.8,x,-0.2,x,-8.9,-1.8,-1.7
O=C(C[C@@H]1CC[C@@H](NC(=O)c2cnccn2)[C@@H](CO)O1)NCc1ccccc1F,-8.9,-0.1,4.9,-0.3,-2.8,-4.6,11.4,2.1
C[C@H](CO)N1C[C@H](C)[C@H](CN(C)S(=O)(=O)c2ccccc2)Oc2c(NC(=O)Nc3ccc(C(F)(F)F)cc3)cccc2C1=O,x,0.0,x,-1.0,x,-12.9,x,1.8
Cc1ccc([N+](=O)[O-])cc1NC(=O)CN(C(=O)c1ccccc1Cl)C1CCCCC1,-0.3,0.4,12.8,0.0,13.1,-5.6,31.7*,-6.8
COc1ccc(OC)c(Nc2cc(C)nc3ccc(C)cc23)c1,19.9,0.6,-0.4,0.1,0.8,57.2*,18.0,-14.6
O=C1CCc2cc(S(=O)(=O)N3CCN(c4ccccc4)CC3)cc3c2N1CCC3,2.8,x,-6.6,0.1,-1.8,7.5,4.3,-0.1
COc1c(C)cc(C(=O)C2CCCN(C(=O)c3cc4nc(C)cc(C)n4n3)C2)cc1C (stereo unspecified),x,x,-6.8,0.0,-13.2,-13.6,-11.1,x
CC(C)CNC(=O)C1(C)CCCN1C(=O)c1cc2ccccc2s1 (stereo unspecified),-0.1,-0.2,-0.9,0.2,-20.9,-7.1,8.4,-1.5
O=c1cc(-c2ccc(C3CCCCC3)cc2)[nH][nH]1,x,x,-3.8,0.0,-13.5,4.7,-0.4,x
Cc1cc(C)c(C(=O)/C=C/c2ccc3c(c2)OCO3)c(=O)[nH]1,x,x,-4.5,0.0,-11.9,-1.7,x,x
CCOC(=O)[C@]12CCCC=C1N(Cc1cccc3ccccc13)C(=O)[C@H](CC(=O)N1CCCCC1)C2,x,x,-0.1,0.4,-9.3,3.2,-1.8,x
Cn1ncc([N+](=O)[O-])c1C(=O)Nc1ccc(-c2ccccc2)cc1,-2.7,0.5,31.4,0.0,6.4,-28.4,4.8,17.3
COc1ccc(NC(=O)CN(C)C(=O)c2cc(-c3ccccc3)nc3ccccc23)cc1,1.7,x,0.9,0.1,-10.3,10.6,8.9,0.2
O=C(NNC(=O)c1cc(S(=O)(=O)N2CCOCC2)c(Cl)cc1Cl)c1ccccc1F,-5.5,-0.2,1.7,0.0,-9.6,-1.7,2.4,-0.2
Cc1ccc(NC(=O)c2ccccc2-c2ccccc2C(=O)O)cc1,x,x,-1.6,0.0,-5.6,0.0,0.9,x
O=C(CCCc1ccccc1)Nc1ccc2c(c1)OCCO2,x,x,7.0,0.0,-21.3,-36.6,-2.1,x
CN(C)CCCN(C(=O)c1ccco1)c1nc(-c2ccc(Cl)cc2)cs1,53.0*,0.0,-1.5,0.2,52.0*,-12.8,1.6,3.4
CC1(C)SC(=S)N(/N=C/c2cccnc2)C1N(O)C(=O)Nc1ccccc1 (stereo unspecified),x,4.3,4.0,0.4,-2.2,-7.5,-9.1,x
CCCC#Cc1cnc2c(c1)C(=O)N([C@H](C)CO)C[C@@H](C)[C@H](CN(C)C(=O)C1CCCCC1)O2,x,0.4,x,0.0,x,6.5,x,-3.4
Cc1ccc(OCc2csc(N)n2)cc1,x,4.0,14.7,0.4,-24.8,-56.4,x,x
O=C(C[C@H]1C[C@H]2c3cc(NC(=O)Nc4ccc(C(F)(F)F)cc4)ccc3O[C@H]2[C@@H](CO)O1)NCc1ccc(Cl)cc1,15.4,1.2,9.1,0.1,1.4,1.3,x,-2.4
Cc1n(N)c2ccccc2[n+]1CC(=O)c1ccccc1,x,6.9,2.0,0.3,-14.7,2.7,9.8,x

# Another view of part of the listing above:
# Results follow in this order: RAD54 branch, E-sel inducer, S100A4 MyoIIA, XiGFP reactiv, RAD52 inh, EWS-Fli inh, FN deposit inh, esBAF inh
O=C(NNC(=O)c1cc(S(=O)(=O)N2CCOCC2)c(Cl)cc1Cl)c1ccccc1F
 : -5.5, -0.2, 1.7, 0.0, -9.6, -1.7, 2.4, -0.2
Cc1ccc(NC(=O)c2ccccc2-c2ccccc2C(=O)O)cc1
 : x, x, -1.6, 0.0, -5.6, 0.0, 0.9, x
O=C(CCCc1ccccc1)Nc1ccc2c(c1)OCCO2
 : x, x, 7.0, 0.0, -21.3, -36.6, -2.1, x
CN(C)CCCN(C(=O)c1ccco1)c1nc(-c2ccc(Cl)cc2)cs1
 : 53.0*, 0.0, -1.5, 0.2, 52.0*, -12.8, 1.6, 3.4

# Further entries:
SMILES,RAD54 branch,E-sel inducer,S100A4 MyoIIA,XiGFP reactiv,RAD52 inh,EWS-Fli inh,FN deposit inh,esBAF inh
CCC[C@@H]1CCCO[C@@](C(=O)NCc2ccc(S(C)(=O)=O)cc2)(C(F)(F)F)C1,-3.0,0.0,-3.6,0.0,-8.5,3.2,3.1,-5.0
CCS(=O)(=O)N1[C@H](CO)[C@@H](c2ccccc2C2=CCCCC2)[C@@H]1C#N,x,-0.2,13.2,0.0,6.2,-1.6,-2.9,x
O=C(CCCN1C(=O)C(c2ccccc2)Oc2cccnc21)Nc1ccccc1Br (stereo unspecified),-4.2,0.0,-0.3,0.2,-8.9,-1.8,4.2,0.9
O=C(NC1CCCC1)C(c1cccnc1)N(C(=O)c1csnn1)c1ccccc1 (stereo unspecified),-5.4,0.3,1.7,0.0,0.6,-3.9,1.7,-2.8
COc1ccc2c3c(n(C)c2c1)[C@@H](CO)N(Cc1ccc(F)cc1)CC31CCN(C)CC1,x,0.0,8.1,0.2,-2.4,5.7,12.3,x
CCCS(=O)(=O)c1cscc1NC(=O)c1c(-c2c(F)cccc2Cl)noc1C,x,0.1,-2.6,-0.1,-2.2,-6.9,0.8,x
COc1ccc(CCNC(=O)CNCC2CCCCC2)cc1OC,7.0,x,-4.7,0.3,-13.4,0.8,-3.4,-3.4
O=C(Nc1cccc(F)c1)N1CC(=O)N2[C@H](CO)[C@H](c3ccc(C#CCC4CCCC4)cc3)[C@@H]2C1,x,-0.7,4.2,0.1,-6.1,-24.8,x,x
O=C(Nc1cc2c3c(c1)CC(=O)N3CCC2)C1CCCCC1,x,0.0,-2.6,-0.1,-7.4,-2.1,-7.0,x
COc1ccccc1C(=O)Nc1ccc(S(=O)(=O)N2CCN(C)CC2)cc1,4.2,x,1.7,0.0,-14.4,-10.0,-6.3,x
CC(C)CCOc1ccc(C2(C)NC(=O)NC2=O)cc1 (stereo unspecified),-3.5,x,-0.8,0.0,-10.5,-3.5,-14.1,6.2
Cc1ccc(S(=O)(=O)N2CCN(C(=O)c3ccco3)CC2)cc1,-6.3,x,-2.2,-0.1,4.0,18.5,-0.7,-10.6
COc1ccc(N(C(=O)CNC(=O)c2cccs2)C(C(=O)NCC2CCCO2)c2ccccc2)cc1 (stereo unspecified),-1.1,x,2.2,0.0,-10.8,-5.1,-12.3,-2.9
COC(=O)CCC(=O)N1CN2CN(C(=O)CCC(=O)OC)CC([N+](=O)[O-])(C2)C1,1.7,x,4.4,-0.2,-0.9,-1.0,2.1,x
Cc1ccc(-c2csc(Cc3nc(-c4cc5ccccc5oc4=O)cs3)n2)cc1,1.0,x,4.4,x,-47.5,5.0,x,9.8
COc1ccc(-n2nc(C(=O)NCC(=O)NCCCN3CCC(C)CC3)c3ccccc3c2=O)cc1Cl,7.0,-0.2,-7.0,0.0,-1.4,11.6,-0.3,0.5
COc1ccccc1CNC(=O)C[C@@H]1C[C@H]2c3cc(NC(=O)c4cccnc4)ccc3O[C@H]2[C@H](CO)O1,29.6,0.1,-7.5,-0.1,6.2,7.1,x,-5.1
COc1cc(C(=O)NCCCC2CCCC2)ccc1OC1CCN(C(C)=O)CC1,-15.8,-0.2,1.1,0.0,-4.3,0.1,3.0,x
CCOc1ccc(N2CC(C(=O)Nc3cc(OCC)c(N4CCOCC4)cc3OCC)CC2=O)cc1 (stereo unspecified),1.7,-0.3,-1.0,-0.1,0.4,-6.4,-1.8,-2.3
CCCCCCN1C[C@H](n2cc(COC(=O)c3ccccc3)nn2)[C@@H](O)C[C@@H]1c1ccccc1,0.2,0.4,-4.3,0.0,-7.5,-8.6,-6.8,-6.6
C[C@@H]1CN([C@@H](C)CO)C(=O)c2cccc(NC(=O)c3ccc(-c4nccs4)cc3)c2O[C@H]1CN(C)S(=O)(=O)c1ccc(Cl)cc1,-9.2,-2.8,13.0,-1.1,11.9,-9.8,9.1,-1.9
COC(=O)C1=C(C)N(Cc2ccc(Cl)cc2)C(=S)NC1c1cccc(F)c1 (stereo unspecified),x,-0.2,-1.6,-0.1,-2.9,-3.1,9.3,x
CCOC(=O)c1c(C)[nH]c(C(=O)OCC(=O)NC2(C#N)CCCCC2)c1C,-9.9,x,1.2,0.2,-8.3,-1.0,-8.5,x
COc1ccc(/C=N/NC(=O)c2ccccc2O)cc1CN1CCOCC1,2.3,-0.1,-4.1,-0.2,-8.3,10.1,1.5,14.1
COc1ccc(C(=O)c2cccc(C(=O)c3ccc(OC)c(C)c3)c2)cc1C,x,-0.1,-2.2,0.7,-11.5,6.2,2.1,x
# The listing continues:
SMILES,RAD54 branch,E-sel inducer,S100A4 MyoIIA,XiGFP reactiv,RAD52 inh,EWS-Fli inh,FN deposit inh,esBAF inh
CC1=C(C)CC(C(=O)Nc2ccc3c(c2)OCO3)C(C(=O)O)C1 (stereo unspecified),x,x,-1.4,0.2,-2.6,-2.1,6.3,x
C[C@@H]1CN([C@@H](C)CO)C(=O)c2cc(/C=C/c3ccccc3)cnc2O[C@H]1CN(C)C(=O)c1ccccc1,1.1,-0.2,32.2,-1.1,18.9,5.4,-22.0,3.7
C[C@H]1CN([C@@H](C)CO)C(=O)c2cc(NC(=O)CCCN(C)C)ccc2O[C@H]1CN(C)S(=O)(=O)c1ccc(Cl)cc1,-2.1,0.7,10.6,-0.4,-2.6,-1.2,x,1.6
CCC(C)c1ccccc1N1CC(C(=O)Nc2ccc(C)c(S(=O)(=O)N3CCOCC3)c2)CC1=O (stereo unspecified),x,x,-11.7,0.1,-0.5,5.3,-7.3,0.8
CC(C)(CNS(=O)(=O)c1ccc2c(c1)OCCO2)N1CCOCC1,-3.5,x,-8.1,0.4,-2.7,6.1,1.1,-8.6
Cc1ccc(CNC(=O)CC(C)S(=O)(=O)c2ccc3c(c2)NC(=O)CO3)cc1 (stereo unspecified),-5.4,x,-3.9,0.1,-5.0,-5.5,-1.9,-5.1

# From PubChem
